# Compound activity (PubChem BioAssay)
# SENP8 inh: blocks human SENP8 cleavage of Nedd8 substrate. recombinant SENP8, Nedd8 substrate fluorescence. 360,000 compounds, 0.64% hits. Q96LD8. inhibition, % at 20 µM; in the data active means inhibition mostly above about 40%, no sharp cut-off; inactive means mostly below about 27%
# Target sequence (Q96LD8 whole entry, looked up): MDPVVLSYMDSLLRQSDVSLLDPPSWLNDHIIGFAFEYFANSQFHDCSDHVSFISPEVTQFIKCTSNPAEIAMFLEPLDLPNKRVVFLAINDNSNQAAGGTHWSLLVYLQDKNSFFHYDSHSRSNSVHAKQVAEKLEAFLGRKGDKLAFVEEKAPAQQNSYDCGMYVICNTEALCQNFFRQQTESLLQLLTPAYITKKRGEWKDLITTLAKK
# MPTP inh: inhibitors of mitochondrial permeability transition pore; isolated mouse mitochondria, Ca2+ swelling absorbance, 30 min; inhibition, % at 10 µM; 360,000 compounds, 1.4% hits;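 active means inhibition of 50% or more, scaled per plate between neutral and stimulator controls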;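 further: 0% = DMSO wells given calcium and 100% = 1 mM EGTA wells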
# NR3A LBD binder: modulates the human NR3A ligand-binding domain. NR3A LBD differential scanning fluorimetry, Tm shift; 0% = protein alone, 100% = glycine-bound protein. Tm shift relative to glycine control, % at 25 µM. 340,000 compounds, 2.5% hits;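 active means melting temperature shift of at least 10% of the positive control shift, at one fixed dose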
# SENP6 inh: blocks the human protease SENP6; Q9GZR1; Recombinant SENP6 catalytic domain, aminoluciferin luminescence; inhibition, % at 10 µM; 330,000 compounds, 1.8% hits; AID 2599;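 active means inhibition above about 50% at the single tested dose, limit read from the data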;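 further: plate controls were DMSO wells with enzyme for no effect and DMSO wells lacking enzyme for full effect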
# PfG6PD inh: PfG6PD (Plasmodium falciparum) enzyme inhibition; 350,000 compounds, 0.78% hits; PfGluPho enzyme, NADPH resazurin-diaphorase fluorescence; AID 504690; inhibition, % at 20 µM;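 active means inhibition reaching at least a set limit at 20 µM in the primary screen, cut at about 59% in these data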;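 further: 0% = DMSO wells with substrate and 100% = DMSO wells lacking glucose-6-phosphate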
# SENP7 block: blocks the human protease SENP7; 330,000 compounds, 1.5% hits; recombinant SENP7, Z-RLRGG-aminoluciferin luminescence, 40 min; AID 434973; inhibition, % at 5 µM; Q9BQF6;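 active means inhibition above about 50% at the single test dose, limit read from the data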;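 further: plate controls were DMSO with enzyme for no effect and no enzyme buffer wells for full effect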
# Target sequence (Q9BQF6 706-1050 limits assumed): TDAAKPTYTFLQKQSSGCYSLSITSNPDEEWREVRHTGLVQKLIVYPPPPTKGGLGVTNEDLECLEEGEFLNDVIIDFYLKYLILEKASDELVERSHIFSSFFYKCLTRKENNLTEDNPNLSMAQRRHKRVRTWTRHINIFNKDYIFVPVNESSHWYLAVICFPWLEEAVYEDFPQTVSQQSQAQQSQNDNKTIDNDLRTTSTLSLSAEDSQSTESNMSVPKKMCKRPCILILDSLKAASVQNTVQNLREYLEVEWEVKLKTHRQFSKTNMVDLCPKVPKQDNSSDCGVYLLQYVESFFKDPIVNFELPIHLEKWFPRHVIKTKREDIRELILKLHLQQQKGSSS
# HKDC1 inh: blocks human hexokinase HKDC1 activity | Q2TB90 | recombinant HKDC1, G6PDH/diaphorase resazurin coupled fluorescence | inhibition, % at 20 µM | 340,000 compounds, 0.16% hits;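 active means inhibition above about 35% when tested at 20 µM, limit read from the data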;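 further: plate controls were DMSO wells with enzyme for no effect and DMSO wells lacking enzyme for full effect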
#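 System: Recombinant HKDC1 hexokinase | Amount: HKDC1 at 5 µg/mL | Reagent: Glucose with 1 mM ATP | Doses: Single 20 µM dose | Incubation: Reaction time 90 min, room temperature, protected from light | Signal: Coupled resazurin fluorescence, excitation 525 nm, emission 613 nm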
# ATG4B inh: blocks human ATG4B protease cleavage of LC3 substrate; 340,000 compounds, 0.51% hits; Q9Y4P1; inhibition, % at 8.33 µM; ATG4B cleavage of LC3-PLA2, NBD-HPC fluorescence, 1 h; in the data active means inhibition above about 40%
# Target sequence (Q9Y4P1 whole entry, looked up): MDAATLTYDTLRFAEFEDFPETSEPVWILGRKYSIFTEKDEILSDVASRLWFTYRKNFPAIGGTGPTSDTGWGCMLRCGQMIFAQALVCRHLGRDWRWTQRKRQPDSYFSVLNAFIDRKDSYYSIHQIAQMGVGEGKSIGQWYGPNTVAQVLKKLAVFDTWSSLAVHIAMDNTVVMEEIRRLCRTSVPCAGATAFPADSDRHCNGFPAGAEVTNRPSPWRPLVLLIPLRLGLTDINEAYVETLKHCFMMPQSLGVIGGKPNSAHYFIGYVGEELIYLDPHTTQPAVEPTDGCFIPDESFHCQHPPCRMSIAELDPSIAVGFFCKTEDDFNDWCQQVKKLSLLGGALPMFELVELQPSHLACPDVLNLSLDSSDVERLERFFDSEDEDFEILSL
# An asterisk follows results filed as active; nt = no result given.
canonical_smiles	SENP8 inh	MPTP inh	NR3A LBD binder	SENP6 inh	PfG6PD inh	SENP7 block	HKDC1 inh	ATG4B inh
CC(=O)c1ccc(NC(=O)C2CCCN(S(=O)(=O)c3c(C)[nH]c(=O)[nH]c3=O)C2)cc1 (configuration not stated)	9.5	-0.2	-0.3	0.0	-46.1	3.9	11.1	11.0
N#Cc1c(NC(=O)CSc2ncn[nH]2)sc2c1CCCC2	20.6	5.6	-1.3	21.1	-2.7	20.8	-0.4	-4.9
CCN1CCCC1CNC(=O)CN(C)S(=O)(=O)c1ccc(Cl)cc1 (configuration not stated)	6.5	1.0	3.9	1.5	5.5	5.2	-1.0	-10.9
CC1CCN(C(=O)CN2C(=O)C(=O)c3ccccc32)CC1	1.1	-0.4	1.7	2.8	1.6	9.8	4.8	6.8
Cc1ccc(NCC(=O)N/N=C/c2ccc(OC(=O)c3ccco3)cc2)cc1	16.0	0.3	-5.3	-7.7	8.1	-1.1	-2.4	-14.3
c1ccc(CN2OCC3Cn4c(nc5ccccc54)C32)cc1 (configuration not stated)	-18.6	1.1	-0.5	-18.7	-12.5	0.5	-1.8	3.2
CS(=O)(=O)N1CCN(C(=O)c2ccncc2)CC1	27.1	-1.4	0.0	7.4	0.4	2.9	-2.9	3.7
CCOC(=O)CNS(=O)(=O)c1cc(-c2nnc(Nc3ccc4c(c3)OCO4)c3ccccc23)ccc1C	-7.9	13.2	-7.0	8.1	42.6	0.0	2.7	-1.0
O=C(CCn1c(=O)oc2ccccc21)NCc1ccco1	-1.9	-1.5	-1.2	7.2	4.0	4.7	-1.8	-1.2
CC(C)(C)S(=O)N1Cc2cc(=O)n(Cc3ccccc3)c(CCO)c2[C@@H]1CCO (some centres not stated)	-120.7	0.5	-0.5	nt	6.0	nt	-6.7	-5.4
O=C(NCc1ccco1)c1cccc(NC(=O)c2ccco2)c1	7.9	-0.6	0.5	11.5	10.6	-1.8	-6.2	-6.7
OCCCNC(=S)Nc1ccc(Br)cc1Cl	10.0	1.3	-6.5	-8.6	-2.0	-9.7	-0.3	12.6
O=C(CCc1ccccc1)NCc1cccnc1	-7.1	-0.7	1.5	-1.9	5.8	1.5	-0.3	-14.4
CC(NCC(O)COC1CCC(C(C)(C)C)CC1)c1ccccc1 (configuration not stated)	3.9	0.6	0.7	2.6	10.1	8.2	-9.3	-12.7
COCCNc1nc2c(c(=O)n(C)c(=O)n2C)n1Cc1cccc(C(F)(F)F)c1	11.4	82.3*	-1.7	-15.5	-12.0	-5.2	-6.6	-5.5
O=C(COC(=O)COc1ccccc1F)Nc1ccc(Cl)cn1	22.8	2.3	0.6	-24.5	13.3	7.3	-4.4	-5.2
Cc1ccc(C(=O)Nc2cccc(-c3ccc(N4CCOCC4)nn3)c2)cc1	-42.9	0.3	-0.1	10.7	-5.0	6.4	-6.2	-3.7
NS(=O)(=O)c1ccc(Cl)c(C(=O)Nc2ccccc2[N+](=O)[O-])c1	10.0	-1.4	-0.8	5.0	-4.4	0.7	-1.6	-6.7
CCN(CC)c1nc(-c2ccccc2)cc(C(F)(F)F)c1C#N	-353.4	0.3	5.4	-0.8	2.7	-1.9	-1.2	-1.4
O=C(c1ccc(Cl)cc1)c1cccc(O)c1	-3.3	1.1	-0.2	nt	-1.3	nt	1.0	7.4
O=C(NC1CCCC1)C(c1ccncc1)N(C(=O)c1csnn1)c1ccc(F)cc1 (configuration not stated)	7.1	-2.3	1.0	-29.6	3.4	-7.8	-2.1	-7.3
CC[C@]1(C(=O)OC)[C@H]2C(=O)N(C)C(=O)[C@H]2[C@H]2CN(C)C(=NC)N21	7.5	-0.4	-1.0	nt	0.7	-4.8	-8.1	-1.0
CC(C)N(NC(=O)c1cccc2ccccc12)C(C)C	16.5	0.5	1.0	8.2	-21.1	5.7	1.5	3.2
CC(=O)c1ccc(NC(=O)C[n+]2ccc(N(C)C)cc2)cc1	4.8	-0.1	-0.9	0.1	-6.6	0.6	-4.3	-10.8
Cn1c(O)c(N=NC(=O)Cn2c(C(F)(F)F)nc3ccccc32)c2ccccc21	24.5	-0.9	-1.0	-14.3	-3.0	1.9	4.6	6.0
CCOC(=O)c1c(S(=O)(=O)NCC(=O)Nc2ccccc2OC)c(C)n(C)c1C	7.3	-0.4	1.6	-7.9	-5.9	0.7	-4.1	-4.8
Cc1nc(-c2cccc(C(F)(F)F)c2)sc1C(=O)O	14.0	0.3	-0.9	10.6	-13.8	-1.9	-5.5	-6.9
Cc1ccccc1NC(=O)CSc1nc(N)c(C#N)c(-c2cccs2)c1C#N	-87.8	5.4	0.3	-13.1	-23.7	12.0	-4.4	11.9
CC(NC(=S)Nc1ccccc1C(F)(F)F)C1CC2CCC1C2 (configuration not stated)	17.8	1.2	-7.4	18.2	-2.4	4.4	-1.8	3.2
Nc1nc(-c2ccc(C(=O)O)cc2)cs1	-167.8	-0.1	-1.7	-9.0	-1.8	0.5	-8.2	-6.8
CCSc1nnc(SCC(=O)NNC(=O)c2ccccc2F)s1	3.3	-0.2	0.4	2.6	-9.9	-12.7	-2.5	4.0
NS(=O)(=O)c1ccc(CNC(=O)C(Cc2ccccc2)NS(=O)(=O)c2ccccc2F)cc1 (configuration not stated)	5.3	0.7	0.4	-2.1	-0.8	0.1	-0.5	-5.8
Cc1noc(C)c1CCC(=O)N1CCCC(CO)(Cc2ccccc2)C1 (configuration not stated)	-0.6	1.2	0.4	-8.5	5.5	13.1	-3.1	2.6
O=C(NCc1ccco1)C1CCCN(S(=O)(=O)c2cccc3cccnc23)C1 (configuration not stated)	17.4	-2.2	2.2	-5.0	18.0	-1.2	-6.9	-6.9
CC1(OC(=O)C2CCCC2)C(=O)C=C2C=C3CCCCN3C=C2C1=O (configuration not stated)	57.1*	0.4	0.7	5.9	27.5	-2.0	12.4	8.2
O=C(NC(=S)Nc1ccc2oc(=O)ccc2c1)c1ccccc1F	-7.8	3.3	0.5	-10.0	-13.1	8.0	-0.6	1.2
COc1ccc(S(=O)(=O)N2CCC(C(=O)N3CCCC3)CC2)cc1C	-1.6	-0.1	-3.1	-4.4	0.4	9.3	-5.3	1.5
CN(C)C(=S)NC1CCS(=O)(=O)C1 (configuration not stated)	8.3	0.4	-2.0	-1.1	-13.9	4.0	-3.9	-1.7
COc1cccc(S(=O)(=O)N2CCOCC2)c1	13.7	1.9	-0.2	-23.4	-14.1	0.8	1.7	12.4
CN(C)C(=O)CSc1nnc(Cc2ccc3c(c2)OCO3)o1	9.0	-1.7	6.3	11.1	-16.1	0.3	-10.3	-7.6
O=C(c1ccc(=O)[nH]n1)N1CCN(S(=O)(=O)c2ccc3ccccc3c2)CC1	12.2	-1.2	-1.0	10.4	-41.3	-4.7	-1.8	-8.8
O=C(COC(=O)c1cnccn1)c1ccc(Cl)c([N+](=O)[O-])c1	6.3	4.3	1.2	-11.2	-37.7	8.6	-2.2	4.7
O=c1[nH]cnc2scc(-c3ccc(-c4ccccc4)cc3)c12	17.5	9.2	-11.0	nt	2.3	nt	0.9	-14.0
O=C(CN(CCO)c1ccccc1)NC12CC3CC(CC(C3)C1)C2	23.6	2.3	2.1	7.3	14.0	-0.5	-3.7	-4.5
N=c1sccn1CC(=O)Nc1ccc(Cl)cc1[N+](=O)[O-]	23.3	2.0	1.1	19.4	-8.9	15.7	-1.7	1.8
COc1nc(N2CCCCCC2)nc(N2CCCCCC2)n1	16.3	1.5	2.0	1.9	-20.5	4.2	-1.7	14.2
CC(=O)Nc1ccc(N=Cc2ccc(OCc3ccccc3)cc2)cc1	-16.3	0.1	7.9	nt	1.0	nt	-2.6	11.6
COc1cccc2cc(-c3nnc(SCC(=O)Nc4nc(C)cs4)n3C)oc12	-23.0	1.0	-0.2	-19.0	7.2	-8.8	5.7	-21.0
O=C(CSc1nnc(C2CC2)n1-c1ccccc1)NCCc1ccccc1	38.2	-1.5	-0.1	3.7	-26.8	-9.6	-3.3	2.2
COc1ccc(C(C)(C)C)cc1NC(=O)c1ccccc1-n1cnnn1	-15.7	-0.2	0.5	2.5	13.8	3.6	-1.2	2.0
COc1ccc2c(c1)nc(SCC(=O)C(C)(C)C)n2C	7.7	-0.2	nt	-38.9	20.4	4.6	8.3	-9.8
Cc1cccc(NC(=O)Cn2ccn(-c3ccc4c(c3)OCCO4)c(=O)c2=O)c1	-5.6	0.0	-0.6	1.6	-19.3	5.1	0.3	-0.1
COc1ccc(NC(=O)CN(Cc2ccccc2)S(C)(=O)=O)cc1OC	21.2	-0.5	2.8	-2.5	-1.3	4.1	-1.9	-7.0
CCCCN1CN(S(=O)(=O)c2ccc(OC)cc2)c2nc3ccccc3nc21	-404.7	2.7	-8.2	18.5	25.3	21.7	5.6	-1.7
O=C(c1ccc(CNS(=O)(=O)c2cccc(C(F)(F)F)c2)cc1)N1CCOCC1	20.2	-0.3	-0.1	-16.0	-9.2	1.4	-11.8	-4.8
O=C(CSc1nnnn1Cc1ccccc1)c1ccccc1F	12.7	0.1	-0.8	6.4	0.6	9.1	-8.8	15.1
CCOC(=O)c1c(NC(=O)C2CCN(S(=O)(=O)c3cccs3)CC2)sc(C)c1C	-30.3	3.6	2.8	-8.7	-6.1	11.0	8.1	-6.7
Cc1cccc(-n2ccnc2SCC(=O)N2CCCc3ccccc32)c1C	9.6	1.9	-3.1	-15.2	5.1	-3.1	-4.7	8.5
Clc1ccc2oc(-c3ccccc3)cc(=NCCCN3CCOCC3)c2c1	0.8	-1.8	-0.5	nt	-16.5	nt	20.2	7.2
O=C(Cn1nnc2ccccc2c1=O)NCCc1ccccc1	-1.0	1.6	18.0*	6.7	-4.8	5.6	-10.8	-5.9

# Later entries
canonical_smiles	SENP8 inh	MPTP inh	NR3A LBD binder	SENP6 inh	PfG6PD inh	SENP7 block	HKDC1 inh	ATG4B inh
CCn1ncc(-c2ccnc3cc(C(=O)O)nn23)c1C	-357.8	0.7	-0.5	3.2	34.9	-2.5	10.1	16.1
CC1=C(C#N)CCC(=O)N1Cc1c(C)cc(C)cc1C	18.4	1.5	-0.5	-18.0	6.5	4.6	-4.5	1.4
CCCOC(=O)C1=C(C)NC2=C(C(=O)CCC2)C1c1cccs1 (configuration not stated)	-314.4	2.8	-1.0	-8.6	-1.8	-10.1	-9.4	-6.2
CCCCOc1ccc(N2C(=O)CC(N(O)c3ccccc3)C2=O)cc1 (configuration not stated)	10.3	3.3	0.1	-16.9	13.2	-14.3	-4.4	-1.9
C=C(C)CN(CC)C(=O)c1ccc(OC2CCN(S(=O)(=O)N(C)C)CC2)cc1	0.5	0.7	-1.2	19.0	-5.0	-6.0	-12.3	2.1
CCOC(=O)c1sc(Nc2nc3c(F)cccc3s2)cc1C	-460.4	43.9	28.9*	-39.3	-17.2	-12.7	-10.1	-6.0
CCCOC(=O)c1ccc(NC(=O)c2cc(Cl)ccc2OC)cc1	3.8	1.2	-5.7	-7.9	15.2	1.7	-9.1	-3.0
CCOCCn1c(=NC(=O)/C=C/c2ccccc2Cl)sc2cc(NC(C)=O)ccc21	-294.5	-1.1	5.2	-12.5	-8.3	-3.2	9.2	2.6
Cc1ccc(NC(=O)CSCCc2ccccn2)nc1	19.9	-0.9	-0.4	-28.4	19.4	-0.1	3.8	-13.3
CCOc1ccc(N=Cc2ccc3ccccc3c2)cc1	-22.8	-1.4	-18.9	29.6	21.7	1.7	-5.1	-4.1

# Quoted at random: two records from the list.
canonical_smiles	SENP8 inh	MPTP inh	NR3A LBD binder	SENP6 inh	PfG6PD inh	SENP7 block	HKDC1 inh	ATG4B inh
CCCCOc1ccc(N2C(=O)CC(N(O)c3ccccc3)C2=O)cc1 (configuration not stated)	10.3	3.3	0.1	-16.9	13.2	-14.3	-4.4	-1.9
Cc1ccc(NC(=O)CSCCc2ccccn2)nc1	19.9	-0.9	-0.4	-28.4	19.4	-0.1	3.8	-13.3
